From PubChem BioAssay
RNase H inhibition: RNase H inhibition, HIV 1 Gag Pol polyprotein, FRET biochemical assay, screening (AID 372). HIV-1 RT RNase H, FRET RNA/DNA substrate fluorescence; higher % means a stronger effect. inhibition, % at 10 µM, or IC50 in µM where a hit was titrated. 100,000 tested, 0.77% active; in the data active = inhibition above about 50%
An asterisk follows results filed as active. Some of the compounds tested; rates above refer to the full screens.

Sample of the layout, 16 compounds:
SMILES	RNase H inhibition
CCOc1cccc(NC(=O)/C(C#N)=C\c2ccc(OCC(=O)O)c(OC)c2)c1	2%
O=[N+]([O-])c1ccc(CN2CCN(Cc3cc(Br)ccc3O)CC2)cc1	9%
Cc1ccccc1OCC(=O)Oc1ccc2c(C)cc(=O)oc2c1I	8%
CCOc1cccc(CN2CCCCC2)c1O	2%
Cc1ccccc1C(=O)Nc1cc(NC(=O)c2ccccc2C)cc(C(=O)O)c1	5%
COc1ccc(C(C)=CC(=O)C(C)(C)C)cc1	5%
N=c1c2c3c(sc2ncn1CCO)CCCCC3	0%
O=C(O)c1ccc(Nc2nc(-c3ccccc3)cs2)cc1	5%
COc1cc(C(=O)Nc2ccc(NC(=O)c3ccccc3)cc2)cc(OC)c1OC	10%
Cc1ccc(S(=O)(=O)N2CCC(CN3C(=O)c4cccc5cccc(c45)C3=O)CC2)cc1	25%
Cc1ccc(/C=C(/C#N)C(=O)Nc2ccc(Cl)cc2)cc1	2%
COc1ccc(NC(=O)CN(c2ccccc2)S(=O)(=O)c2ccccc2[N+](=O)[O-])c(OC)c1	8%
COc1cc(OC)c(OC)cc1CN1CCN(C(=O)c2ccc(OC)c(OC)c2)CC1	8%
CCOC(=O)c1c(NC(=O)c2cccc(OC)c2)sc2c1CCC2	0%
CCn1c(/C=N/NC(=O)c2ccccc2)nc2ccccc21	0%
NC(=O)CSc1nc2c(c(=O)n1Cc1ccccc1)C1(CCCC1)Cc1ccccc1-2	2%

The list itself, previewed entries included:
SMILES	RNase H inhibition
CCOc1cccc(NC(=O)/C(C#N)=C\c2ccc(OCC(=O)O)c(OC)c2)c1	2%
O=[N+]([O-])c1ccc(CN2CCN(Cc3cc(Br)ccc3O)CC2)cc1	9%
Cc1ccccc1OCC(=O)Oc1ccc2c(C)cc(=O)oc2c1I	8%
CCOc1cccc(CN2CCCCC2)c1O	2%
Cc1ccccc1C(=O)Nc1cc(NC(=O)c2ccccc2C)cc(C(=O)O)c1	5%
COc1ccc(C(C)=CC(=O)C(C)(C)C)cc1	5%
N=c1c2c3c(sc2ncn1CCO)CCCCC3	0%
O=C(O)c1ccc(Nc2nc(-c3ccccc3)cs2)cc1	5%
COc1cc(C(=O)Nc2ccc(NC(=O)c3ccccc3)cc2)cc(OC)c1OC	10%
Cc1ccc(S(=O)(=O)N2CCC(CN3C(=O)c4cccc5cccc(c45)C3=O)CC2)cc1	25%
Cc1ccc(/C=C(/C#N)C(=O)Nc2ccc(Cl)cc2)cc1	2%
COc1ccc(NC(=O)CN(c2ccccc2)S(=O)(=O)c2ccccc2[N+](=O)[O-])c(OC)c1	8%
COc1cc(OC)c(OC)cc1CN1CCN(C(=O)c2ccc(OC)c(OC)c2)CC1	8%
CCOC(=O)c1c(NC(=O)c2cccc(OC)c2)sc2c1CCC2	0%
CCn1c(/C=N/NC(=O)c2ccccc2)nc2ccccc21	0%
NC(=O)CSc1nc2c(c(=O)n1Cc1ccccc1)C1(CCCC1)Cc1ccccc1-2	2%
CCSCCOC(=O)C1=C(C)NC2=C(C(=O)CCC2)C1c1ccc(Br)cc1 (centres undefined)	10%
O=C(NCCN1C(=O)c2ccccc2C1(O)c1ccc(Cl)cc1)Nc1ccccc1 (centres undefined)	4%
COc1ccc(Cl)cc1C(=O)Nc1cccc(Cl)c1C	1%
C/C(=N\N=C1/NC(=O)C(C)S1)c1ccc(C)cc1 (centres undefined)	12%
Cc1ccccc1C(=O)Nc1sc2c(c1C(N)=O)CCCCC2	15%
O=C(NC(Cc1c[nH]c2ccccc12)C(=O)OCC(=O)c1cccc([N+](=O)[O-])c1)Oc1ccccc1 (centres undefined)	0%
CCOc1c(I)cc(/C=N/NC(=O)c2cccnc2)cc1OC	0%
S=c1[nH]nc2c3c4c(sc3n3c(=S)[nH]nc3n12)CCC4	28%
O=C(Nc1ccc([N+](=O)[O-])cc1Br)c1sc2cc(Cl)ccc2c1Cl	9%
CN(C)c1ccc(NC2=NS(=O)(=O)c3ccccc32)cc1	9%
COc1ccc(/C=C2/SC(=O)NC2=O)c(OC)c1	8%
O=[N+]([O-])c1ccc(N2CCN(S(=O)(=O)c3ccccc3[N+](=O)[O-])CC2)cc1	1%
COc1ccc(N2C(=O)CC(NC3CCN(Cc4ccccc4)CC3)C2=O)cc1 (centres undefined)	11%
COc1ccccc1C1NC(=O)NC(C)=C1C(=O)OCC1CCCO1 (centres undefined)	6%
COc1cc(Br)c(-c2cc3c(ccc4ccccc43)oc2=O)cc1OC	8%
C=CCN1C(=O)/C(=C\c2ccc(-c3ccc([N+](=O)[O-])cc3)o2)C(=O)NC1=S	10%
COc1ccc(N2C(=O)NC(=O)/C(=C/c3c(C)n(C)c4ccccc34)C2=O)cc1	27%
COc1ccc(NC(=S)NC(=O)c2ccc(C)c(C)c2)c(OC)c1	10%
Cc1ccc(C(=O)Nc2ccccc2C(=O)N2CCCCC2C)cc1 (centres undefined)	8%
NC1=NC(=O)/C(=C/c2ccc(OS(=O)(=O)c3ccc([N+](=O)[O-])cc3)c(Br)c2)S1	17%
CN(C)c1ccc(C(C2=C(O)CC(C)(C)CC2=O)C2=C(O)CC(C)(C)CC2=O)cc1	11%
CC1=NN(c2ccccc2)C(=O)/C1=C/c1cc(C)n(-c2cccnc2)c1C	7%
NS(=O)(=O)c1ccc(CNC(=S)Nc2ccccc2)cc1	7%
CCCCN(Cc1ccccc1)Cc1cccc(Oc2ccccc2)c1	16%
COc1ccc(Cl)cc1C(=O)NC1CCSC1=O (centres undefined)	27%
CC(C)(C)c1ccc(OCC(=O)NC(=S)Nc2ccc(NC(=O)c3ccco3)cc2)cc1	15%
CCOc1cc(/C=C2\SC(N)=NC2=O)ccc1OCCOCCOc1ccccc1C	16%
CCOc1cc(/C=C2\SC(N)=NC2=O)cc(Cl)c1OCCOc1cc(C)ccc1C	15%
O=[N+]([O-])c1cccc(S(=O)(=O)c2ccc(NCCO)c([N+](=O)[O-])c2)c1	0%
Cc1ccc(C(C)C)c(Oc2ccc(N3C(=O)C4C5C=CC(C6CC56)C4C3=O)cc2)c1 (centres undefined)	9%
COC(=O)C1=C(C)NC2=C(C(=O)CCC2)C1c1ccc2c(c1)OCO2 (centres undefined)	5%
COc1cc(/C=C2/C(=O)NC(=O)N(c3ccc(C(C)C)cc3)C2=O)cc([N+](=O)[O-])c1O	12%
Cc1ccc(-c2ccc(/C=C3\Sc4ccccc4C3=O)o2)c([N+](=O)[O-])c1	18%
COc1ccc(/C=C/C(=O)Nc2ccccc2C(N)=O)cc1Br	26%
O=[N+]([O-])c1ccc(F)c(N=Cc2ccc(Br)s2)c1	11%
CSCCOC(=O)C1=C(C)NC(=O)NC1c1ccc(N(C)C)cc1 (centres undefined)	0%
Cc1cccc(C(=O)Nc2cc([N+](=O)[O-])ccc2Cl)c1	12%
COc1ccc(-n2nc3ccc(NC(=O)Cc4ccccc4)cc3n2)cc1	5%
C=CCn1cc(/C=c2\sc3n(c2=O)C(c2ccccc2OC)C(C(=O)OCC)=C(C)N=3)c2ccccc21 (centres undefined)	15%
COc1ccc(CCN(C(C)=O)C2CC(=O)N(c3ccc(Br)cc3)C2=O)cc1OC (centres undefined)	2%
CCOc1ccc(NC(=O)/C(=C\c2ccco2)NC(=O)c2ccc(C)cc2)cc1	17%
COc1ccc(/C=C/C(=O)Nc2nc(-c3ccc(Br)cc3)cs2)cc1OC	14%
Clc1ccc(C2CN(c3ccccc3)N=C2c2ccco2)cc1 (centres undefined)	9%
CC(C)Oc1ccc(/C=N/NC(=O)C(=O)N2CCCCC2)cc1	8%

Further results follow.
SMILES	RNase H inhibition
O=C1C(=O)N(CCO)C(c2ccc(Cl)cc2)/C1=C(/O)c1ccc([N+](=O)[O-])cc1 (centres undefined)	8%
COc1ccc(Cc2ccc(OC)cc2)cc1	5%
O=c1ccnc2c1c(-c1ccccc1)nc1[nH]onc12	10%
O=C(Nc1ccc(C(=O)O)cc1)/C(=C/c1cccc([N+](=O)[O-])c1)NC(=O)c1ccccc1	1%
COc1ccccc1OCCOc1cc(C)ccc1C	36%
Cc1ccc(C(=O)N2CCN(Cc3ccc4c(c3)OCO4)CC2)cc1C	16%
COc1ccc(/C=N/NC(=O)c2nc(-c3ccccc3)cc(-c3ccccc3)n2)cc1	14%
CCOc1cccc(C=Nc2cc(C)cc(C)c2O)c1O	0%
CCOC(=O)c1c(N)sc(C)c1-c1ccc(F)cc1	0%
CCc1c(C)sc(NC(=O)c2ccc(Cl)cc2Cl)c1C#N	3%
CCCOc1ccc(-c2cc(C(=O)NCCCN3CCOCC3)c3ccccc3n2)cc1	7%
O=CN1CCN(C(=O)c2ccc(I)cc2)CC1	3%
O=C(Nc1cc(Cl)cc(Cl)c1)c1ccc(Br)o1	4%
COc1ccc(C2(C)CC(=O)N(C)C2=O)cc1 (centres undefined)	3%
O=C(/C=C\Nc1ccc2c(c1)OCO2)c1ccc2c(c1)OCO2	4%
Cc1ccccc1-n1c(C=C2C(=O)N(Cc3ccccc3)c3ccccc32)nc2ccccc2c1=O	18%
CCOC(=O)C1=C(C)N=c2s/c(=C\c3ccc(Cl)c(Cl)c3)c(=O)n2C1c1ccc(C)cc1 (centres undefined)	12%
O=C(Nc1ccccc1-c1ccccc1)c1ccc(I)cc1	20%
CCOC(=O)c1c(NC(=O)/C=C/c2ccccc2)sc(C(C)=O)c1C	7%
CCOC(=O)NCc1ccc(N(C)C)cc1	8%
O=C1NC(=O)/C(=C/c2ccc(OCc3ccccc3)c(Br)c2)N1	38%
OCCNCCCOc1ccc(Cl)cc1Cl	2%
O=C(Nc1c(-c2ccccc2)nc2ncccn12)c1ccc(Cl)cc1	11%
N#CC1=C(N)OC2=C(C(=O)CC(c3ccccc3)C2)C1c1ccc(F)cc1F (centres undefined)	13%
O=C(Nc1ccc(-c2nc3ncccc3o2)cc1)c1ccc(-c2ccc(Br)cc2)o1	49%
Cc1ccc(-c2ccc(/C=N\NC(=O)C3C(=O)NCC3c3ccccc3)o2)cc1Cl (centres undefined)	17%
COc1cc(C=O)ccc1OCCOc1ccc(Cl)c(C)c1C	39%
CCOc1cc(/C=C2\C(=O)NC(=O)N(c3ccc(C)cc3)C2=O)ccc1O	0%
O=C(NCc1cccnc1)c1ccc(C#Cc2ccccc2)cc1	11%
Cc1nn(CC(=O)O)c(=O)c2ccccc12	10%
Cc1c(Cl)c(=O)oc2c(C)c(OCC(=O)c3ccc(Cl)cc3)ccc12	0%
CC(=O)Oc1cccc2c1C(=O)c1ccccc1C2=O	23%
O=C(Nc1sc2c(c1C(=O)O)CCCCC2)c1ccccc1F	1%
COc1ccc(OCC(=O)N2CCN(C(=O)c3cc(OC)cc(OC)c3)CC2)cc1	12%
COc1cccc(C2C(C(=O)OC3CCCC3)=C(C)NC3=C2C(=O)CCC3)c1 (centres undefined)	10%
O=[N+]([O-])c1ccc(-c2nc3ccc([N+](=O)[O-])cc3[nH]2)cc1	10%
CCC(=O)Nc1sc2c(c1C(=O)Nc1ccccc1Cl)CCC2	20%
CCN(CC)c1ccc(Nc2nc(-c3ccc(Cl)c(Cl)c3)cs2)cc1	17%
CCCCc1nc2ccccc2c(=O)n1-c1ccc2ccccc2c1	7%
COc1ccc(-c2nnc(SCC(=O)N/N=C(/C)c3ccccc3)n2-c2ccccc2)cc1OC	24%
CSc1nc(=O)n(-c2ccc3ccccc3c2)c(C)c1C(C)=O	32%
COc1ccccc1NC(=O)c1c(NC(C)=O)sc2c1CCCC2	13%
COc1ccc(C(=O)NC(=S)Nc2cc(-c3nc4ccccc4o3)ccc2Cl)cc1[N+](=O)[O-]	37%
CC(=O)c1ccc(NC(=O)c2ccc(N3C(=O)c4ccc(C(=O)Nc5ccc(C(C)=O)cc5)cc4C3=O)cc2)cc1	17%
CC1=C(C(=O)OCC(C)C)C(c2ccccc2Cl)NC(=O)N1C (centres undefined)	13%
CN(C)c1ccc(N=C2Sc3ccc4ccccc4c3C2=O)cc1	3%
CC(=O)N1CCN(c2ccc(NC(=O)c3sc4ccccc4c3Cl)cc2)CC1	7%
COc1cc(/C=N/Nc2cc(N3CCCCC3)nc(N3CCCCC3)n2)ccc1O	11%
COc1ccccc1N(CC(=O)NC(C)(C)C)S(=O)(=O)c1ccccc1	7%
O=CN1CCN(c2nc(-c3ccccc3)c3cc(Cl)ccc3n2)CC1	0%
O=C(O)CC/C(=N\NS(=O)(=O)c1ccccc1)c1ccccc1	0%
CCOc1ccc(OCCCCOc2cc(C)ccc2Cl)cc1	22%
CCN(CC)c1ccc(/C=C2\N=C(c3ccc(Cl)cc3)OC2=O)cc1	31%
CC1CC2=C(CC1/C=N/NC(N)=S)C(C)(C)CCC2 (centres undefined)	0%
CC1(O)CC(=O)C(C(=O)c2ccccc2)C(c2cccc([N+](=O)[O-])c2)C1C(=O)c1ccccc1 (centres undefined)	1%
Cc1ccc(-c2cc(C(=O)NC(C)C)c3ccccc3n2)c(C)c1	6%
Cc1c(Cl)cccc1NC(=O)c1ccc(OC(C)C)cc1	10%
COc1ccc(CC2S/C(=N\N=C\c3ccc(O)cc3)NC2=O)cc1 (centres undefined)	14%
COc1ccc(NC(=O)c2ccccc2[N+](=O)[O-])cc1Cl	3%
CC(C)C1=NN2C(=N)/C(=C/c3ccc(-c4cccc([N+](=O)[O-])c4)o3)C(=O)N=C2S1	21%

Fetched by structure from the entries so far, two records:
SMILES	RNase H inhibition
COc1ccc(/C=C/C(=O)Nc2ccccc2C(N)=O)cc1Br	26%
CCSCCOC(=O)C1=C(C)NC2=C(C(=O)CCC2)C1c1ccc(Br)cc1 (centres undefined)	10%

(next part)
SMILES	RNase H inhibition
O=[N+]([O-])c1ccc(N2CCOCC2)c(Cl)c1N1CCOCC1	0%
O=C(Nc1ccc(F)cc1)Nc1nnc(C(c2ccccc2)c2ccccc2)s1	17%
COc1ccccc1NC(=O)c1c(NC(=O)c2cccc(C)c2)sc2c1CCC2	14%
O=C(COc1ccccc1[N+](=O)[O-])N/N=C/c1ccc([N+](=O)[O-])o1	0%
Cc1onc(-c2c(Cl)cccc2Cl)c1C(=O)Nc1cccc(C(=O)Nc2ccccc2Cl)c1	23%
CCOC(=O)C1=C(O)/C(=C/c2ccc(N(CC)CC)cc2)SC1=Nc1ccc(Cl)cc1	28%
